Screening results (PubChem)
OX1R antag – blocks the human orexin 1 receptor. O43613. CHO/OX1R cells, Fluo-8 calcium fluorescence, orexin A. inhibition, % at 5 µM. hit rate 0.43% among 330,000;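 active = inhibition above its plate's threshold, mean inhibition of all tested compounds on the plate plus 3 SD, cut at about 37% in these data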;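 also: 0% = orexin A challenge wells and 100% = SB-334867-A antagonist wells; not every result past the cut was called active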
Target sequence (O43613 whole entry, looked up): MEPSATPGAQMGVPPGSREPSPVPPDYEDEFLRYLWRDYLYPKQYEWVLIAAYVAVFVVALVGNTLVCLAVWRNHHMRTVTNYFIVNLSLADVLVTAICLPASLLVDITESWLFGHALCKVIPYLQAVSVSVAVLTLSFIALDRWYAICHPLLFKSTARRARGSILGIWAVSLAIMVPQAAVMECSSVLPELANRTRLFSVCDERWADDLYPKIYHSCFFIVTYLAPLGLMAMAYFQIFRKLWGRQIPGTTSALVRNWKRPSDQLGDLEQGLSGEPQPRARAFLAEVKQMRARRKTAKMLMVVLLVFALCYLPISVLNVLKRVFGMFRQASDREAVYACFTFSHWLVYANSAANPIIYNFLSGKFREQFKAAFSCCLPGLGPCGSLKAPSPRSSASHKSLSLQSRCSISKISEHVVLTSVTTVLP
CHT PAM – allosteric activators of human choline transporter CHT; CHT-expressing cells, membrane potential dye, choline EC20; stronger effect = higher value; LV-AA mutant CHT in HEK293 cells; Q9GZV3; hit rate 0.49% among 310,000; AID 488977; B-score at 10 µM;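 active = initial fluorescence not abnormally high and integrated response B-score, plate-corrected, over 3 SD above library mean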
Target sequence (Q9GZV3 whole entry, looked up): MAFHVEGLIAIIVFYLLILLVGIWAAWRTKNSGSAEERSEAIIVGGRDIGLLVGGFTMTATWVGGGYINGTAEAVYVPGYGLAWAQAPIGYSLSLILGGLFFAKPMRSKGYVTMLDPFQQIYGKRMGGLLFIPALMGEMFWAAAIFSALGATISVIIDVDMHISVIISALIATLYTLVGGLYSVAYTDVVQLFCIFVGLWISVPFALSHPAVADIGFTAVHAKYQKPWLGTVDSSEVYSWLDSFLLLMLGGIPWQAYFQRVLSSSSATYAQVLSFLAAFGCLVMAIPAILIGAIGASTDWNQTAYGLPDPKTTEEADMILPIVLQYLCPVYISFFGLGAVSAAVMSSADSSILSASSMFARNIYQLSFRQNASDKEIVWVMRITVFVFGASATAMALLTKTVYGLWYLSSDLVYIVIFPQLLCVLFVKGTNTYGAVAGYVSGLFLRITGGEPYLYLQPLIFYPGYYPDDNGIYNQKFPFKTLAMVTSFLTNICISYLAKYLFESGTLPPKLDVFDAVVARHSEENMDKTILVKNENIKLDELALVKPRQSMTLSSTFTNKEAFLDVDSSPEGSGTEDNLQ
* = called active by the depositor; i = inactive; . = no result given; & = joins results of further samples.

Results follow in this order: CHT PAM, OX1R antag
- CN(CC(=O)Nc1ccccc1Br)C(=O)c1ccncc1
→ i, 4
- CN1CCN(C(=O)CCCN2C(=O)/C(=C/c3ccccc3)SC2=S)CC1
→ i, -3
- CCCSC1=C(C#N)C(c2cccnc2)C(C(=O)OCC)=C(c2ccccc2)N1 (stereo unspecified)
→ i, -17
- CC(=O)N1CCN(S(=O)(=O)c2cccc(C(=O)Nc3nc4ccccc4[nH]3)c2)CC1
→ i, -17
- Cc1nc(N2CCN(C(=O)c3ccco3)CC2)nc2c1C(=O)CC(C)C2 (stereo unspecified)
→ i, -6
- O=C(CCC(=O)Nc1ccc(Cl)cc1Cl)NNC(=O)Nc1ccccc1
→ i, -23
- O=c1[nH]c2ccc(S(=O)(=O)Nc3ccc(-c4nnc5n4CCCCC5)cc3)cc2o1
→ i, -8
- COc1cc(Nc2ccc(C(=O)O)cc2[N+](=O)[O-])cc(OC)c1
→ i, -7
- CC(C)(C)C(=O)Nc1ccc2c(c1)-c1cc(NC(=O)C(C)(C)C)ccc1C2
→ i, -3
- COc1cc2c(cc1OC)-c1cc(Nc3ccccc3C)nc(=O)n1CC2
→ i, -29
- Cc1nc(C)c(-c2nnc(-c3ccccc3Cl)o2)cc1C(=O)NN
→ i, -24
- O=C1CCc2cc(NS(=O)(=O)c3ccc(Cl)cc3)cc3c2N1CC3
→ i, -27
- Cc1ccc(NC(=O)/C(=C/c2cccc(Br)c2)NC(=O)c2ccco2)cc1
→ i, -2
- COC(=O)C1=C(C)NC(C)=C(C(=O)OC)C1C(=O)OC(C)C(=O)c1ccccc1 (stereo unspecified)
→ i, -8&-16
- COc1ccc(Nc2nnc(Cc3ccccc3)c(=O)[nH]2)c(OC)c1
→ i, -21
- O=C(COC(=O)/C=C/c1ccc(S(=O)(=O)N2CCCCCC2)cc1)NCc1ccccc1Cl
→ i, -21
- COC(=O)c1cn(-c2nc(C)c3c(n2)CCC3)nn1
→ i, -13
- CCOc1ccc(S(=O)(=O)Nc2cc(S(=O)(=O)N(CC)CC)ccc2N2CCCC2)cc1
→ i, -19
- O=C(O)C1=C[C@H](c2ccc(C(F)(F)F)cc2)C[C@H](OCCCCO)O1
→ i, -4
- CCS(=O)(=O)N1CCC(C(=O)NCc2ccc(OC)cc2)CC1
→ i, -16
- CC1C/C(=N/Nc2nc3ccccc3[nH]2)CC(C)(C)C1 (stereo unspecified)
→ i, -29
- O=C(NCc1ccc(F)cc1)c1cc(S(=O)(=O)N2CCCCC2)ccc1Cl
→ ., -12
- Cc1cnn(C(=O)c2oc3ccccc3c2C)c1
→ i, -13
- Cc1cccn2c(=O)c3cc(C(=O)NC4CCCCC4)c(=N)n(Cc4ccc(F)cc4)c3nc12
→ i, -8
- Cc1ccc(OC(=O)C(C)c2cccc(C(=O)c3ccccc3)c2)cc1 (stereo unspecified)
→ i, 0
- O=c1c(F)cn(C2CCCO2)c(=O)n1Cc1ccccc1F (stereo unspecified)
→ i, -3
- COc1ccc(C2/C=C\CN(C(=O)OCC3c4ccccc4-c4ccccc43)CC(=O)N2Cc2cccc(F)c2)cc1 (stereo unspecified)
→ ., 1
- O=S(=O)(c1ccc(Cl)nc1)N1CCN(c2ncccn2)CC1
→ i, -8
- CN(C)c1ccc(-c2ccc([C@H]3[C@@H]4C=CCC[C@@]4(C)C(=O)N3Cc3ccccc3)c(F)c2)cc1
→ i, -36
- CCOC(=O)N1CCC(NC(=O)c2ccc3c(c2)N(Cc2ccc(C)cc2)CCS3)CC1
→ i, -30
- Cc1ccc(S(=O)(=O)NC(=O)Nc2cccc(S(=O)(=O)N(C)C)c2)cc1
→ ., -13
- O=C(Nc1cc(S(=O)(=O)N2CCCCC2)ccc1Cl)c1ccc(F)cc1
→ ., -23
- CCN(CC)CCCNC(=O)c1nn2c(C(F)(F)F)cc(-c3ccccc3)nc2c1Cl
→ i, .
- COc1ccc(-c2nn(-c3ccccc3)cc2/C=N/n2cnnc2)cc1OC
→ i, -10
- Cc1nc(N)sc1N=Nc1ccc(Br)cc1
→ i, 3
- O=S(=O)(NC1CCCCC1)c1ccc(Cl)s1
→ i, -32
- COc1cc(-c2cc(OC)c3c(C)oc(C)c3c(=O)c2)ccc1O
→ i, -21
- O=C(/C=C/c1cccc(Br)c1)OCC(=O)N1CCN(c2ccccc2)CC1
→ ., -13
- O=C(CC1C(=O)NCCN1Cc1ccc(F)cc1)NCCCn1cccn1 (stereo unspecified)
→ i, -15
- CCc1cc2c(=O)c(-c3nc(C)cs3)c(CCCC(=O)O)oc2cc1O
→ i, -5
- Cc1cc2occ(CC(=O)N(C)CC(=O)Nc3ccccc3C(F)(F)F)c2cc1C
→ ., 9
- CCOC(=O)c1cc(S(=O)(=O)NCC2CCN(Cc3cccc(C)c3)CC2)cn1C
→ i, -15
- OCCCc1nc2ccccc2n1CCOc1ccccc1
→ i, -9
- O=c1c2ccccc2c(C=NC2CCS(=O)(=O)C2)c(O)n1-c1ccccc1 (stereo unspecified)
→ i, -9
- CC(=O)N1CCN(S(=O)(=O)c2cccc(C(=O)NC3CC3)c2)CC1
→ ., -4
- N#C/C(=N\Nc1ccc(S(=O)(=O)N2CCCCCC2)cc1)C(N)=S
→ i, -11
- CC(C)(C)S(=O)(=O)c1cnc(N2CCCC2)nc1N
→ i, -9
- CN[C@@H](C)C(=O)NC[C@H]1O[C@@H](n2cnc3c(N)ncnc32)[C@H](O)[C@@H]1O
→ ., 8
- CCOC(=O)c1cc(-c2ccc(C)o2)n[nH]1
→ i, -12
- O=Cc1cn(-c2ccccc2)nc1-c1ccccn1
→ i, -6
- CN1CCN(S(=O)(=O)c2ccccc2)C(c2ccccc2)C1 (stereo unspecified)
→ ., 6
- CCOc1ccc(S(=O)(=O)NCCC(=O)NC2=NCCS2)cc1
→ i, -8
- CC1CCN(C2=NC(=O)/C(=C/c3ccc(O)cc3)S2)CC1
→ i, -11
- COC(=O)[C@H](Cc1ccccc1)NC(=O)NCCC1=CCCCC1
→ i, 11
- O=C(Nc1c(C(=O)N2CCCC2)cnn1-c1ccccc1)c1cccc(F)c1
→ i, -26
- O=S1(=O)N=C(N2CCc3ccccc3C2)c2ccccc21
→ i, -26
- CC(C)CN(C(=O)c1ccc([N+](=O)[O-])s1)c1c(N)n(Cc2ccccc2)c(=O)[nH]c1=O
→ i, -21
- Cc1ccc([N+](=O)[O-])c(C(=O)N/N=C/c2cccs2)c1
→ i, -17
- COc1ccc(Cn2c(=O)cc(C)[nH]c2=S)cc1
→ i, 0
- CCn1c(SCc2nc3ccccc3[nH]2)nnc1-c1ccccc1OC
→ i, -23

Next part:
Results follow in this order: CHT PAM, OX1R antag
- COc1ccc2c(c1)[nH]c1c(=O)n(CCC3=CCCCC3)cnc12
→ i, -4
- CCN(CC)CCOC(=O)C1(C2CCCCC2)CCCCC1
→ i, -11
- CCN(CC)c1ccc(/C=N/NC(=O)c2cnccn2)c(O)c1
→ i, 49*
- Cc1ccc(C(=O)N2CCCCC2)cc1S(=O)(=O)N1CCCCCC1
→ i, -21
- Cc1c(C(=O)Nc2cccc(Cl)c2)cn2c(nc3ccccc32)c1C#N
→ i, -17
- CC(OC(=O)Cc1cccc(C(F)(F)F)c1)C(=O)Nc1ccc(Cl)cn1 (stereo unspecified)
→ i, -41
- CC(=O)C(Sc1ccc2nnc(-c3cccnc3)n2n1)C(C)=O
→ i, -12
- CCCc1cc(SCC(=O)Nc2c(C)n(C)n(-c3ccccc3)c2=O)n2c(nc3ccccc32)c1C#N
→ i, -22
- O=[N+]([O-])/C=C/c1cn(Cc2ccc(Cl)cc2)c2ccccc12
→ i, 18
- Cc1ccc2cc(CN(CC(C)C)S(=O)(=O)c3ccccc3)c(=O)[nH]c2c1
→ i, -42
- CCCCn1c(N)c(S(=O)(=O)c2ccc(C)cc2)c2nc3ccccc3nc21
→ i, -32
- CC(Oc1cccc(Br)c1)C(=O)N1CCCN(C)CC1 (stereo unspecified)
→ i, -22
- O=C(CSc1cnc2ccccc2n1)c1ccc(F)cc1
→ i, -14
- COc1ccc(-c2noc(CN(C(=O)c3cccs3)C(C)C)n2)cc1
→ i, 9
- Cc1ccc2sc(NNC(=O)C3=COCCO3)nc2c1C
→ i, -9
- Cc1cc(NC(=O)C(C)SCC(=O)N(C)Cc2ccccc2F)no1 (stereo unspecified)
→ ., -6
- Cc1ccc(C)c2[nH]c(=O)c(CCNC(=O)c3ccc(S(=O)(=O)N4CCCC4)cc3)cc12
→ i, -28
- N#CSC(c1ccccc1)c1nc2ccccc2[nH]c1=O (stereo unspecified)
→ i, -13
- CN(c1ccccc1)S(=O)(=O)c1ccc(Cl)c(C(=O)OCC(=O)NC2CCS(=O)(=O)C2)c1 (stereo unspecified)
→ i, -25
- N/C(=N\S(=O)(=O)c1cc(C(F)(F)F)cc(C(F)(F)F)c1)c1ccc(Cl)cc1
→ i, -3
- O=C(NC1CCCN(CCc2ccccc2)C1)c1c[nH]c2ccccc12 (stereo unspecified)
→ i, -78
- O=C(O)c1cncc(C#Cc2ccccc2)c1
→ i, 11
- Cc1ccc(-c2cc(C(=O)N3CCC(C)CC3)c3ccccc3n2)cc1
→ i, .
- COC(=O)COc1ccc2cccc(-n3cnnn3)c2c1
→ i, -7
- CN(C(=O)COC(=O)c1ccccc1C(=O)N(C)c1ccccc1)c1ccccc1
→ i, -42
- COc1ccc(NC(=O)CN(C)C(=O)CCC(=O)c2ccc(C)cc2)cc1
→ i, -27
- O=C(Nn1cnnc1)c1cc(Cl)ccc1Cl
→ i, -16
- COc1ccc(Cl)cc1C(=O)n1cnc2ccccc21
→ i, -8
- CCN(CC(=O)Nc1ccccc1C(F)(F)F)C(=O)CN1C(=O)NC(C)(c2ccccc2)C1=O (stereo unspecified)
→ i, -11
- COc1ccc(C(=O)NC2CCCc3ccccc32)cc1Br (stereo unspecified)
→ i, -19

Exported field by field: 4 of the compounds above.
> COC(=O)COc1ccc2cccc(-n3cnnn3)c2c1
  CHT PAM = i
  OX1R antag = -7
> CN(C(=O)COC(=O)c1ccccc1C(=O)N(C)c1ccccc1)c1ccccc1
  CHT PAM = i
  OX1R antag = -42
> COc1ccc(NC(=O)CN(C)C(=O)CCC(=O)c2ccc(C)cc2)cc1
  CHT PAM = i
  OX1R antag = -27
> O=C(Nn1cnnc1)c1cc(Cl)ccc1Cl
  CHT PAM = i
  OX1R antag = -16

(next part)
Results follow in this order: CHT PAM, OX1R antag
- COC(=O)c1cc(NC(=O)c2cccnc2)ccc1N1CCOCC1
→ i, 3
- Cc1ccc(-c2nnc(CCC(=O)N(C)Cc3nccs3)o2)s1
→ i, -20
- CCc1nc2sc3c(=O)[nH]cnc3c2c2c1CSC(C)(C)C2
→ i, -20
- Cn1c(=O)oc2cc(S(=O)(=O)N3CCN(c4cccc(Cl)c4)CC3)ccc21
→ i, 0
- COCCN(CCOC)c1nc(-c2ccc(Cl)cc2)nc2ccccc12
→ i, -38
- CC(=O)c1ccc(N2CCN(C(=O)C(=O)c3c(C)[nH]c4ccccc34)CC2)cc1
→ i, -16
- Cc1coc(NC(=O)CSc2nc(-c3ccc(Cl)cc3)cc(C(F)(F)F)c2C#N)n1
→ i, -20
- CC(C)c1nc(NCCO)c2nnn(Cc3ccccc3)c2n1
→ i, -8
- CSc1c(CN2CCN(C)CC2)c2ccccc2n1C
→ i, -16
- COc1ccc(C(NC(=O)c2ccc(-c3ccccc3)cc2)c2ccccc2)cc1 (stereo unspecified)
→ i, -4
- COc1ccc(-n2c(=O)/c(=C\c3cccs3)s/c2=C(/C#N)C(=O)N2CCN(C)CC2)cc1
→ i, -30
- O=C(CCOc1ccccc1)Nc1ccc(S(=O)(=O)N2CCCC2)cc1
→ i, -13
- Cc1cc(=O)oc2cc(OC(=O)c3nn(C(C)C)c(=O)c4ccccc34)ccc12
→ i, 3
- CC1(c2cccc(Br)c2)NC(=O)N(CC(=O)Nc2ccc(F)cc2)C1=O (stereo unspecified)
→ i, 1
- CC(=O)Nc1cccc(-c2nc3ccccc3[nH]2)c1
→ i, -15
- COc1cc2c(cc1OC)C(c1ccccc1[N+](=O)[O-])N(C(C)=O)CC2 (stereo unspecified)
→ i, -9
- CCOc1ccc(C(O)(CCC(C)C)C(CN2CCOCC2)c2ccccc2)cc1 (stereo unspecified)
→ i, -40
- O=C(Nc1cc(C(F)(F)F)cc(C(F)(F)F)c1)Nc1cnn(-c2ccc([N+](=O)[O-])cc2)c1C(F)(F)F
→ i, -6
- CCN(C(=O)COC(=O)c1ccccc1NCCO)c1cccc2ccccc12
→ i, -17
- Cc1ccc(C(=O)Nc2cccc(C(=O)N/N=C/c3ccc(O)cc3)c2)cc1
→ i, -2
- CCOc1ccc(C(=O)CCc2nc3ccccc3s2)cc1
→ i, -14
- COc1cccc(C2c3[nH]c4ccccc4c3C[C@H]3C(=O)N(C4CCN(Cc5ccccc5)CC4)CC(=O)N23)c1 (stereo partly specified)
→ i, 0
- CCOC(=O)CSc1ccc(C(=O)NCCN2CCOCC2)cc1[N+](=O)[O-]
→ i, -20
- O=C(NN1CCCCC1)c1ccccc1
→ i, -4
- CN1CCN(S(=O)(=O)c2ccc(Nc3ccc(F)cc3)nc2)CC1
→ i, 5
- O=C(NCc1ccc(F)cc1)c1c2c(nc3ccccc13)CCC2
→ i, -25
- Cc1cc(C)c2c(=O)[nH]c(SCC(=O)NCc3ccccc3)nc2n1
→ i, -4
- CC(C)n1c(-c2ccccc2)nc(=S)c2c1CCCC2
→ i, -2
- O=[N+]([O-])c1ccc(NC(=S)NCCc2ccc(F)cc2)cc1
→ i, 48*
- CCn1c(-c2cc(-c3ccc(C)cc3)nc3ccccc23)n[nH]c1=S
→ i, -31
- CC1CCCN(Cc2cnc(Cl)s2)C1 (stereo unspecified)
→ i, -7

An excerpt of these results, as tab-separated lines:
smiles	CHT PAM	OX1R antag
COC(=O)C1=C(C)NC(C)=C(C(=O)OC)C1C(=O)OC(C)C(=O)c1ccccc1 (stereo unspecified)	i	-8&-16
O=C(Nc1cc(C(F)(F)F)cc(C(F)(F)F)c1)Nc1cnn(-c2ccc([N+](=O)[O-])cc2)c1C(F)(F)F	i	-6
